B2AR arrestin: qHTS assay of beta-arrestin-biased ligands of beta2-adrenergic receptor; beta-arrestin recruitment to beta2AR, cell-based reporter; Potency, µM (doses to about 46.1 µM), for the others: at the highest dose activation, actives largely listed as activators; 330,000 tested, 0.02% active; AID 492947, 2010;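 further: potency means the concentration at half of the fitted maximal effect; 0% = DMSO controls and full agonism = EC100 isoproterenol or metaproterenol; nearly all actives have a fitted effect of over 65% in size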
Target sequence (P07550 whole entry, looked up): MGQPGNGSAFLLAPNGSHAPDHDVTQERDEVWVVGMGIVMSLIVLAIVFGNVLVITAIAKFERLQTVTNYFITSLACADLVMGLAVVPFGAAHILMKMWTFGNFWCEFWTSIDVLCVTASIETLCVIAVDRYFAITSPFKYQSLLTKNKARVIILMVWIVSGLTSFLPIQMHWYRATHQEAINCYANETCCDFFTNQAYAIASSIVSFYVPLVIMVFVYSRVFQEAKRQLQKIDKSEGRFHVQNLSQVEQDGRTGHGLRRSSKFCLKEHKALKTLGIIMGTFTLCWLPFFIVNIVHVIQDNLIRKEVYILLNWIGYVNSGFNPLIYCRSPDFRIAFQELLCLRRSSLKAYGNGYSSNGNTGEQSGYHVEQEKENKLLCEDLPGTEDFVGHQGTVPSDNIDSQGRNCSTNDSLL
TSHR antag: Antagonists of the Thyroid Stimulating Hormone Receptor: HTS campaign; 330,000 tested, 0.2% active; TSHR-expressing cells, TSH-stimulated cAMP HTRF, 2 h; hits give low values; activity change, negative = inhibition, % at 11.5 µM;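 active means activity change below a set negative limit, meaning inhibition stronger than a set level, cut at about -70% in these data; inconclusive means activity change between two set negative limits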; further: on the % scale 0 is the no-effect control and ±100 the full control effect
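Inhibition of cAMP made by TSHR-expressing cells under TSH stimulation (4nM final, EC80; 2 h, 37 deg C) is quantified with a one-step lysis HTRF kit, anti-cAMP cryptate versus cAMP-d2.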
USP2a block: qHTS Assay for Inhibitors of Ubiquitin-specific Protease USP2a Using CHOP2 as the Reporter | Ubiquitin carboxyl-terminal hydrolase 2 (Homo sapiens), O75604 | USP2 core, Ub-CHOP2 coupled fluorogenic reporter, 485/531 | Potency, µM (top dose mostly 38.3 µM), for the others: top-dose activity change, negative = inhibition, usual class: inhibitors | 330,000 tested, 0.01% active | AID 463254, 2010;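 further: potency means the concentration at half of the fitted maximal effect; plate controls were DMSO wells for no effect and full inhibition by NEM control for full effect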
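Cell-free coupled assay: 10nM USP2 core preincubated 30min RT with compound in Tris-HCl pH 8.0/CaCl2/CHAPS buffer, then 25nM Ub-CHOP2 and 25nM reporter substrate; fluorescence (Ex 485/Em 531) read after 60min RT, normalized to NEM inhibition, concentration-response curves fitted.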
Chronic BCR inh: qHTS Assay to Find Inhibitors of Chronic Active B-Cell Receptor Signaling; 340,000 tested, 0.05% active; ABC-DLBCL IkBa-CBG/CBR reporter, luminescence ratio, 4 h; Potency, µM (series often up to 46.1 µM), inactives show top-dose ratio change, negative = lower green/red ratio, most hits filed as inhibitors; active means well fitted inhibition curve with a large enough effect in the signal ratio, with a control signal flat, not every such curve was filed as active; inconclusive means small, poorly fitted or top-dose-only effect, or effect the other way, or a change in a side signal; the % refers to the signal ratio;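 further: potency means the concentration at half of the fitted maximal effect; plate controls were basal doxycycline-induced cells for no effect and cells given 10 µM MG132 for full effect; MG132 reads +100%, hits lower the ratio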
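Cell line TMD8 (human ABC DLBCL), stably expressing tet-inducible CBG68-IkBa fusion and CBR; IMDM/0.5% FBS; cpd up to 46 uM; dox induction, 4 h, 37C/5% CO2; dual luminescence; green/red ratio; MG132 control.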
uPA surface inh: qHTS for Inhibitors of Cell Surface uPA Generation. cell surface uPA generation assay, qHTS. Potency, µM (top dose mostly 38.3 µM), without a hit: top-dose activity change, negative = inhibition, most hits filed as inhibitors. 330,000 tested, 0.31% active. AID 540303, 2011; active means well fitted inhibition curve with a large enough effect; inconclusive means small, poorly fitted or top-dose-only effect; inactive means no such curve, though single readings can be large or run the other way; tested in mouse RAW 264.7 cells; further: potency means the concentration at half of the fitted maximal effect; on the % scale 0 is the no-effect control and ±100 the full control effect; nearly all actives have a fitted effect of over 55% in size
Eya2 phos inh: qHTS Assay for Inhibitors of the Phosphatase Activity of Eya2. Protein phosphatase EYA2 (Homo sapiens), O00167. AID 488837, 2010. Potency, µM (titrated, usually from 76.9 µM), inactives show at the highest dose activity, negative = inhibition, hits mostly inhibitors. recombinant Eya2, OMFP fluorescence dephosphorylation (OMFP is methylfluorescein phosphate). 330,000 tested, 0.006% active; further: potency means the concentration at half of the fitted maximal effect; on the % scale 0 is the no-effect control and ±100 the full control effect
Target sequence (O00167 whole entry, looked up): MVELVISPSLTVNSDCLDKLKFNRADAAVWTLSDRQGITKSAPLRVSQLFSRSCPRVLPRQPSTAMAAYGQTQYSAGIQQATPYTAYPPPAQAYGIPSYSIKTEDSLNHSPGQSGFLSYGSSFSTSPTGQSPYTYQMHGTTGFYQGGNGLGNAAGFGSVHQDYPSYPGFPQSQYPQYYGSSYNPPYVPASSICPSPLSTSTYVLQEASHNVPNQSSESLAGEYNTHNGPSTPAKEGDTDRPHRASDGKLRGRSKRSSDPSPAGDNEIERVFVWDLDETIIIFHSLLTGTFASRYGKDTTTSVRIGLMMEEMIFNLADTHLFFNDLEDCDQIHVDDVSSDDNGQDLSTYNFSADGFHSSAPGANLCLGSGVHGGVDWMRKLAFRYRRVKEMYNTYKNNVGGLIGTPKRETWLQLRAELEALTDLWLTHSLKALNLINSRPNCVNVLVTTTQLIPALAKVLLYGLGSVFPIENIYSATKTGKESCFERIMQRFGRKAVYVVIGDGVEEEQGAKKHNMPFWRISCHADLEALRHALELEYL
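Eya2 (0.2 uM) preincubated 10 min at ambient with compound, then OMFP substrate added at 50 uM; 10 min reaction in 50 mM HEPES pH 7.5, 50 mM NaCl, 5 uM MgCl2, 0.05% BSA, 1 mM DTT. Fluorescence read at Ex 485/Em 525 nm.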
Mito fusion yeast: qHTS Assay for Small Molecule Inhibitors of Mitochondrial Division or Activators of Mitochondrial Fusion; AID 485298, 2010; 320,000 tested, 0.23% active; Potency, µM (titrated, usually from 46.1 µM), for the others: top-dose growth rescue (activation), hits mostly activators; S. cerevisiae fusion-defective mutant growth rescue, CellTiterGlo 48 h;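 further: potency means the concentration at half of the fitted maximal effect; % of control where 0% means no effect; nearly all actives have a fitted effect of over 45% in size; temperature-sensitive fusion mutants such as fzo1-1 at 37 °C on non-fermentable ethanol glycerol medium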
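S. cerevisiae fusion-defective temperature-sensitive mutants (e.g. fzo1-1, mgm1-5) grown 48 h at 37C in YPEG (ethanol/glycerol non-fermentable) medium with 23 nl compound per well; growth rescue read as CellTiterGlo luminescence.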
TSG101-PTAP inh: qHTS Assay for Iinhibitors of HIV-1 Budding by Blocking the Interaction of PTAP/TSG101 | Fluorescence polarization, FITC-PTAP peptide / Tsg101 binding | 340,000 tested, under 10 active | Potency, µM (top dose mostly 115 µM), for inactives: at the top dose activity change, negative = inhibition, most hits filed as inhibitors | Tumor susceptibility gene 101 protein (Homo sapiens), Q99816; active means well fitted inhibition curve with a large enough effect in the main read-out, with a control signal flat, not every such curve was filed as active; inconclusive means small, poorly fitted or top-dose-only effect, or effect the other way, or a change in a side signal; inactive means no such curve, though single readings can be large or run the other way; further: potency means the concentration at half of the fitted maximal effect; % of control where 0% means no effect
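Steps: Tsg101 binding domain dispensed (10 uM final), compounds pinned in DMSO, FITC-labeled PTAP-motif peptide added (50 nM final); after 20 min binding at room temperature, polarization measured.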
Tb PFK inh: qHTS Assay to Find Inhibitors of T. brucei phosphofructokinase; T. brucei PFK, ADP-Glo luminescence; Potency, µM (titrated, usually from 57.5 µM), inactives show at the highest dose activity, negative = inhibition, actives largely listed as inhibitors; 330,000 tested, 0.17% active;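 further: potency means the concentration at half of the fitted maximal effect; 0% = uninhibited 1x PFK enzyme wells and -100% = no-enzyme wells; nearly all actives have a fitted effect of over 60% in size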
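In TEA buffer at pH 8.0 with 5 mM MgCl2, enzyme (1.25 nM) converted F6P (0.5 mM) and ATP (0.1 mM) for 45 min at room temperature. ADP product was read by luciferase luminescence.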
ELG1 repair inh: qHTS screen for small molecules that inhibit ELG1-dependent DNA repair in human embryonic kidney (HEK293T) cells expressing luciferase-tagged ELG1. HEK293T ELG1-luciferase reporter, luminescence, 16 h; DNA damage induced by 5-fluorouridine. Potency, µM (top dose mostly 46.1 µM), for inactives: at the highest dose activity change, negative = inhibition, most hits filed as inhibitors. 330,000 tested, 2.3% active. AID 504467, 2011; further: potency means the concentration at half of the fitted maximal effect; on the % scale 0 is the no-effect control and ±100 the full control effect; nearly all actives have a fitted effect of over 55% in size
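Cells (2,000 per well) received 5-fluorouridine plus test compound or DMSO and were incubated 16 hr at 37 °C, 5% CO2. Luciferase activity was read by luminescence 30 min after ONE-Glo addition; signal suppression marked inhibition of damage-induced ELG1 function.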
TCR act: Activators of T cell receptors: qHTS campaign | Potency, µM (titrated, usually from 9.22 µM), for inactives: top-dose activation of IL-2 secretion, most hits filed as activators | AID 504894, 2011 | 330,000 tested, under 10 active | primary human leukocytes, anti-CD3, IL-2 HTRF, 48 h; further: % of control where 0% means no effect
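HTRF read-out of IL-2 secretion: europium cryptate donor excited at 320nm, d2 acceptor emission at 665nm. Cells were primary human leukocytes incubated 48 hr with compounds and a-CD3 beads, supplying TCR signal only.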
* hit, by the source's call; ? = inconclusive; · = not tested or not shown; [ ] = another dose, or the depositor's remark. Unless noted, the call rests on the fitted dose curve; in most records, active means well fitted curve in the direction sought with a large enough effect; inconclusive means small, poorly fitted or top-dose-only effect, or another doubt; inactive means no such curve, though single readings can be large; an effect the other way counts as inactive or inconclusive.

SMILES	B2AR arrestin	TSHR antag	USP2a block	Chronic BCR inh	uPA surface inh	Eya2 phos inh	Mito fusion yeast	TSG101-PTAP inh	Tb PFK inh	ELG1 repair inh	TCR act
CC(C)N(C(=O)Cn1cc(S(=O)(=O)CC(=O)Nc2ccccc2)c2ccccc21)C(C)C	-0.8%	20.7	-0.3%	?	4.0%	-4.9%	0.8%	1.4%	0.3%	-14.8%	-0.6%
O=C(NC1CCCC1)c1noc2c1CCCCC2	-0.2%	11.8	-1.0%	-24.9%	-0.2%	12.5%	7.8%	-5.5%	-2.6%	?	·
CS(=O)(=O)Nc1ccc(N2CCCCC2)c(Cl)c1	0.5%	9.4	1.9%	?	·	5.4%	1.8%	-3.0%	0.1%	-2.1%	-10.3%
Cc1ccc(OCCSc2nc3ccccc3n2CC(=O)O)cc1	-0.5%	1.5	-1.4%	7.5%	-0.9%	8.6%	0.1%	-0.9%	3.5%	1.1%	2.5%
Cc1ccccc1C(=O)Nc1ccnn1C1CCN(Cc2c(C)n(C)c3ccccc23)CC1	0.2%	9.0	-1.7%	-0.2%	-19.8%	12.6%	-1.8%	-2.3%	-5.3%	-16.2%	-0.4%
CSc1ccccc1OCc1cc(C(=O)N(C)C(C)c2ccccn2)no1 (stereo unspecified)	0.5%	10.6	2.9%	?	10.1%	6.7%	-1.6%	·	3.1%	3.4%	-6.7%
COc1cccc(/C=N/Nc2nc3ccccc3n3cnnc23)c1O	-0.1%	-5.4	1.8%	?	-8.8%	-13.8%	0.6%	-4.2%	-9.5%	8.2µM*	0.7%[46.1 µM]
Nn1c(Cc2ccccc2F)n[nH]c1=S	-0.3%	-4.5	0.6%	-0.5%	5.2%	-4.6%	3.0%	-2.7%	-1.0%	?	-0.7%
Cn1c(=O)c2c(nc(CN3CCN(Cc4ccccc4)CC3)n2Cc2ccc(Cl)cc2)n(C)c1=O	0.3%	-5.5	2.9%	-9.8%	?	13.1%	1.6%	-4.2%	-5.6%	20.6µM*	0.7%
Cc1c(OCC(=O)N2CCC(C(N)=O)CC2)ccc2c1oc(=O)c1ccccc12	-0.6%	-12.4	0.5%	0.1%	12.4%	9.5%	0.3%	-2.8%	3.8%	7.6%	-0.1%
O=C(COc1cccc2ccccc12)Nc1cc(Cl)ccc1C(=O)O	-0.5%	-32.8	0.2%	0.3%	3.5%	-5.9%	-2.6%	-3.8%	0.2%	-14.6%	·
Cc1c(NS(=O)(=O)c2cccc(C(=O)Nc3cccc(F)c3)c2)c(=O)n(-c2ccccc2)n1C	11.2%	0.0	-0.2%	1.2%	6.2%	-30.8%	-3.2%	-3.7%	-0.6%	-16.8%	13.2%
Cn1c(SCC(=O)c2ccc(-c3ccccc3)cc2)nnc1-c1ccco1	-0.4%	-3.2	-22.9%	8.2%	0.1%	-11.0%	-1.5%	-4.6%	-26.3%	0.3%	-2.0%
Cn1nnnc1SCC(=O)Nc1ccccn1	-1.1%	-0.3	4.8%	?	·	8.6%	0.6%	-4.8%	3.9%	3.4%	-1.4%
CC(=O)N1N=C(c2ccc(C)cc2)CC1c1ccc2c(c1)OCO2 (stereo unspecified)	0.3%	-2.0	2.9%	?	5.3%	-20.8%	3.7%	-0.5%	0.9%	?	2.8%
CCOc1cccc(C(=O)NC2=NCCS2)c1	-0.9%	21.6	1.2%	9.8%	-4.0%	-0.4%	7.6%	0.4%	3.1%	?	3.7%
COc1ccc(C2NC(=S)NC3=C2CCc2cc(OC)ccc23)cc1 (stereo unspecified)	0.3%	-6.8	4.1%	0.1%	·	-12.8%	2.3%	-8.5%	-4.3%	?	9.0%
O=C(NN=C1CCCC1)c1cccc(Br)c1	0.3%	22.3	-0.6%	?	3.0%	-17.8%	3.0%	3.0%	0.7%	-3.1%	·
O=C(CCCCCn1c(=O)[nH]c2ccsc2c1=O)NCc1cccs1	0.2%	-3.6	-0.4%	0.9%	3.4%	-1.6%	0.8%	-1.0%	-0.8%	4.9%	-0.8%
Cc1[nH]c2ccccc2c1/C=C(\C#N)C(=O)NC(C)c1ccccc1 (stereo unspecified)	0.4%	-14.6	1.0%	-14.2%	·	-11.2%	5.4%	-3.8%	-8.7%[0.46 µM]	-6.9%	-0.1%
c1ccc2nc3c(nc2c1)[nH]c1ccccc13	5.6%	-12.0	1.8%	9.2%	-3.1%	3.2%[15.4 µM]	5.3%	-1.3%	0.9%	?	·
CCN(C(=O)CSc1nc2nc(C)cc(C)n2n1)c1cccc(C)c1	-1.0%	14.5	5.2%	?	8.1%	5.4%	0.2%	·	-2.1%	-1.2%	·
COc1ccc(COC(=O)C2=C(C)NC(=O)NC2c2ccc(O)cc2)cc1 (stereo unspecified)	0.2%	21.4	0.8%	?	7.6%	10.5%	-6.4%	-0.9%	2.0%	-0.6%	-3.3%
CN(Cc1ccc(C(F)(F)F)cc1)C(=O)c1ccc(Oc2ccccc2)cc1	-0.4%	-10.8	0.7%	-4.0%	-1.3%	-17.4%	-16.8%	1.2%	1.4%	-16.3%	1.3%
CCOCCOC(=O)C1=C(C)N(C)C(=O)NC1c1ccccc1Cl (stereo unspecified)	-0.2%	-2.9	-1.0%	2.8%	-1.3%	3.4%	7.5%	1.9%	-1.4%	10.1%	-7.8%
COc1ccc(CNC(=O)C(c2ccncc2)N(C(=O)Cc2cccs2)c2ccccc2)cc1 (stereo unspecified)	-0.7%	35.0	2.2%	-0.5%	0.1%	-1.8%	-3.8%	-5.5%	1.6%	-12.7%	0.8%[46.1 µM]
Cc1ccc(S(=O)(=O)NCCSc2nnnn2-c2cc(C)ccc2C)cc1	0.1%	-17.2	-4.3%	-9.2%	4.0%	-1.7%	14.3%	-1.9%	0.0%	?	3.9%
COc1ccc(N2CCN(C(=O)CCc3ccccc3OC)CC2)cc1	0.3%	-12.0	2.0%	4.0%	2.0%	6.4%	7.8%	-2.0%	-4.7%	1.2%	12.0%
COC(=O)Cn1ccc(N(C)C)c(C#N)c1=O	0.1%	2.3	5.5%	-0.3%	-5.3%	18.6%[15.4 µM]	-1.8%	-4.3%	3.0%	-1.0%	-4.2%
CC[C@@]12C(=O)N(c3cccc(Br)c3)C(=O)N1[C@H](c1ccc(Cl)cc1)[C@@H]1C(=O)N(C3CCCCC3)C(=O)[C@@H]12	-0.7%	-20.7	2.2%	22.6%	11.1%	-0.3%	4.4%	-8.5%	6.1%	11.1%	5.8%
CCOC(=O)c1sc(SC)nc1N	0.0%	3.2	3.8%	5.2%	-1.2%	2.6%	-7.2%	-5.8%	0.1%	?	-0.2%
CCCCn1c(CN2CCN(C)CC2)nc2ccccc21	-0.2%	34.8	-4.9%	2.9%	2.2%	0.6%	-13.3%	-3.5%	-1.8%	-11.3%	9.5%
CCOC(=O)c1sc2ncnc(OC)c2c1C	-0.3%	13.0	0.4%	3.0%	-3.4%	4.4%	?	-1.6%	2.2%	22.6%	6.1%
O=C(Nc1cc(Cl)cc(Cl)c1)c1cccnc1	-0.4%	-12.7	-2.4%	-8.5%	-1.1%	-15.7%	11.4%	-1.0%	-1.7%	8.8%	-1.5%
COc1ccc([C@H]2[C@H](C(=O)C(C)(C)C)N3N=Cc4ccccc4C3C23C(=O)OC(C)(C)OC3=O)cc1 (stereo partly specified)	0.4%	-2.0	2.0%	?	-14.1%	-9.6%	-0.9%	3.5%	-0.4%	12.5%	10.7%[46.1 µM]
Cc1cc(SCC(=O)N(C)C2CCCCC2)nc2ccccc12	0.2%	·	2.7%	0.5%	-24.1%	-27.5%	·	0.1%	-0.6%	0.0%	-1.3%

Screening results (PubChem BioAssay)
